HEK293 tox: cytotoxic in the GLP-1 receptor inverse agonist counter-screen; HEK293 cAMP-luciferase reporter cells, luminescence, 24 h; Potency, µM (titrated, usually from 38.3 µM), for the others: at the top dose activity change, negative = inhibition, actives largely listed as inhibitors; actives 0.13% (n = 410,000); AID 624418;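 also: loss of luciferase light is scored as toxicity; potency is read from the fitted curve at half-maximal effect; % is scaled to controls: 0 for no effect and ±100 for the full control effect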
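Luminescence readout: signal drop marks cytotoxicity. Plated cells grew 12 h at 37 °C, 5% CO2, received 23 nL compound for 24 h, then got luciferase reagent, read after 12 min at RT.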
PI5P4Ka inh: blocks human PI5P4K alpha kinase activity; P48426; PI5P4Kalpha enzyme, ADP-Glo luminescence, 60 min; hits give low values; max response, %; actives 1.2% (n = 330,000); AID 652105; active = max response of -50% or lower; inconclusive = between -30% and -50%; inactive = -30% or higher; also: value at the top dose of about 77 µM; % is scaled to controls: 0 for no effect and ±100 for the full control effect
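Luminescence from ADP-Glo served as readout of PI5P4Kalpha activity in a qHTS format. Reaction: enzyme, substrate, compound, ATP at 5 microM final, 60 min at RT.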
GLP-1R agonist: agonists of human GLP-1 receptor. P43220. Potency, µM (doses to about 45.6 µM), for inactives: top-dose activation, actives largely listed as activators. HEK293 GLP-1R CRE-luciferase, luminescence, 4-6 h; cells express a hypersensitive GLP-1R form. actives 0.007% (n = 380,000); also: potency is read from the fitted curve at half-maximal effect; % of control where 0% means no effect
Target sequence (P43220 whole entry, looked up): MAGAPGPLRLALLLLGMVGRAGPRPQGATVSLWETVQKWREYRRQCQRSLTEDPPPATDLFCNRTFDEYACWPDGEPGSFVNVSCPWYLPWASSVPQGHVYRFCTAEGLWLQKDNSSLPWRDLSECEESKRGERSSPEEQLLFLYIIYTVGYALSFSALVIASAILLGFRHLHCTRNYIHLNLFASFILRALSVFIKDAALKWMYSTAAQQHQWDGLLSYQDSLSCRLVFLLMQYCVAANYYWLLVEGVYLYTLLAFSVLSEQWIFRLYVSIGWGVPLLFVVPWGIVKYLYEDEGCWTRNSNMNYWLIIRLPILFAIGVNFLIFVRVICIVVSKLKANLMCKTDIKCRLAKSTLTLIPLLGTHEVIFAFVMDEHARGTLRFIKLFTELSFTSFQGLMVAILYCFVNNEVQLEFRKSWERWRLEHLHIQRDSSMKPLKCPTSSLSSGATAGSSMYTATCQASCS
GLP-1R inv ag: GLP-1 receptor (human) inverse agonism. P43220. HEK293 GLP-1R CRE-luciferase, luminescence, 24 h; GLP-1R form is constitutively active. Potency, µM (series often up to 38.3 µM), for the others: at the top dose activity change, negative = inhibition, most hits filed as inhibitors. actives 1.6% (n = 410,000). AID 624417; also: potency is read from the fitted curve at half-maximal effect; % is scaled to controls: 0 for no effect and ±100 for the full control effect; nearly all actives have a fitted effect of over 55% in size
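Readout was luciferase luminescence, measured 12 min after detection reagent at room temperature. Beforehand, GLP-1R reporter HEK293 cells had sat 12 h, then received compounds for 24 hr at 37 deg C.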
DRD3 agonist: activates the human D3 dopamine receptor; D3R DiscoveRx beta-arrestin cells, luminescence, 90 min; actives 0.58% (n = 410,000); P35462; max activation, %; in the data active = max activation above about 30%; also: 0% is about no effect; mostly tested at two doses, the higher about 12 µM
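Cells at 1500/well, incubated overnight, then treated with pinned compounds (dopamine as control) for 90 min at 37 degrees C. DiscoveRx reagent added for 30 - 60 minutes at room temperature; luminescence read.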
PLK1 PBD block: blocks phosphopeptide binding to human PLK1 polo-box domain; P53350; AID 720504; actives 2.8% (n = 360,000); Plk1 PBD binding of FITC phosphopeptide, fluorescence polarization; Potency, µM, inactives show max response, negative = inhibition, actives largely listed as inhibitors; also: potency is read from the fitted curve at half-maximal effect; series mostly up to about 57 µM; % is scaled to controls: 0 for no effect and ±100 for the full control effect; nearly all actives have a fitted effect of over 65% in size
Target sequence (P53350 whole entry, looked up, the tested form may be a part): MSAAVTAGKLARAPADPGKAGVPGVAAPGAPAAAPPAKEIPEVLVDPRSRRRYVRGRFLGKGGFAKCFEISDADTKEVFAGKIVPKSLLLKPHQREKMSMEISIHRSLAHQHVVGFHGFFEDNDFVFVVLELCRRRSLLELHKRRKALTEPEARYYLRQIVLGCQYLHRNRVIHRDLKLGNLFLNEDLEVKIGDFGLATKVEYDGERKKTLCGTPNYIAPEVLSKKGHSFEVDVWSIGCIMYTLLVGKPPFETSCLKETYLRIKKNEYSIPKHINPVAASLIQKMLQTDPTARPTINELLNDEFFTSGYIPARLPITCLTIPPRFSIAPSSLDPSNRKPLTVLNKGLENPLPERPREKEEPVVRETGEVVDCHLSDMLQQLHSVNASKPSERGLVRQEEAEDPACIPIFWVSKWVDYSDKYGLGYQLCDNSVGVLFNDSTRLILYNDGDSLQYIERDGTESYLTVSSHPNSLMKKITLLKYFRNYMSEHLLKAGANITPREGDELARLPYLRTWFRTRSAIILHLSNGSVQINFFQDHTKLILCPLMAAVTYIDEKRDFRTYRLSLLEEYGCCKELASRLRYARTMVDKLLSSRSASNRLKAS
DRD3 antagonist: blocks the human D3 dopamine receptor | P35462 | D3R cells, DiscoveRx beta-arrestin luminescence, antagonist mode; hits give low values | max response, negative = inhibition, % | actives 2.5% (n = 360,000) | AID 652054; in the data active = max response below about -50%; inconclusive = no clear call, values can overlap the other calls; also: % is scaled to controls: 0 for no effect and ±100 for the full control effect; mostly tested at two doses, the higher about 12 µM
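Cells expressing the human receptor were seeded at 1500 cells/well, incubated overnight at 37 degrees C in 5% CO2, then exposed to library compounds with dopamine controls for 90 minutes at 37 degrees C before luminescent detection.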
IL2 activator: IL-2 activation. IL-2 activation reporter assay, cell-based qHTS; stimulated with anti-CD3/CD4/CD28 beads; in transgenic mouse T cells. activation, % (series mostly up to about 46 µM). actives 0.065% (n = 360,000); in the data active = activation above about 50%; inconclusive = mostly about 30% to 49%; also: 0% is about no effect
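Readout: EGFP and DsRed signals by fluorescent plate cytometry. Unstimulated transgenic mouse T cells received compound 60 min before antibody-bead stimulation, then incubated 18 h at 37 degrees C.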
WRN helicase inh: WRN helicase (human) inhibition | WRN helicase unwinding, fluorescent forked duplex, kinetic | Q14191 | AID 651768 | actives 0.46% (n = 360,000) | Potency, µM (series often up to 114 µM), for the others: top-dose activity change, negative = inhibition, usual class: inhibitors; also: potency is read from the fitted curve at half-maximal effect; % is scaled to controls: 0 for no effect and ±100 for the full control effect; nearly all actives have a fitted effect of over 55% in size
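Kinetic fluorescence helicase assay: unwinding of a quenched forked DNA duplex (100 nM final) with 2 mM ATP final raises red fluorescence (525/598 nm). Compounds sat 15 min at room temperature with 20 nM WRN beforehand.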
Numbers without * were called inactive; ? = inconclusive; . = not tested or not shown; & = joins results of further samples; [ ] = another dose, or the depositor's remark. Unless noted, calls follow the shape of the dose curve; as a rule, active = well fitted curve in the direction sought with a large enough effect; inconclusive = small, poorly fitted or top-dose-only effect, or another doubt; inactive = no such curve, though single readings can be large; an effect the other way counts as inactive or inconclusive.

SMILES | HEK293 tox | PI5P4Ka inh | GLP-1R agonist | GLP-1R inv ag | DRD3 agonist | PLK1 PBD block | DRD3 antagonist | IL2 activator | WRN helicase inh
O=C(O)C1=C[C@H](c2ccc(C(F)(F)F)cc2)C[C@H](OCc2ccc(CO)cc2)O1 | ? | -4 | -5% | 14% | -4 | -18% | 4 | 1.9 | 0%
Cc1cccc(C)c1-n1nnnc1C(c1ccnc2ccccc12)N(C)Cc1ccccc1 (stereo unspecified) | 2% | 5 | -1% | 23% | 4 | -6% | 9 | 0.8 | -1%
COc1cccc(N2CC(C)Cn3c2nc2c3c(=O)[nH]c(=O)n2C)c1 (stereo unspecified) | 1% | -8 | 10% | 1% | -21 | -10% | ? | 1.2 | 4%
COCCN(C(=O)C(F)(F)F)C(C(=O)NC1CCCCC1)c1ccco1 (stereo unspecified) | -11% | -1 | -5% | 4% | 0 | -2% | 2 | 5.8 | 13%
CC(C)(C)OC(=O)N1CCCC(C(=O)Nc2cccc(C(=O)NCc3ccccc3)c2)C1 (stereo unspecified) | -1% | -3 | -1% | -15% | 14 | 2% | 30 | 0.1 | -2%
COc1cc2c(cc1OC)CN(c1ccc(-c3ccccc3OC)nn1)CC2 | 13% | 4 | 17% | -6% | -1 | -23% | 30 | 4.5 | -11%
O=C1c2ccccc2NC(c2ccco2)N1/N=C/c1ccco1 (stereo unspecified) | 7% | -4 | 4% | -12% | 29 | -8% | -11 | -0.9 | -5%
CC1=CSC2=NC(=O)/C(=C\c3cccn3-c3ccccc3)C(=N)N12 | 28% | ? | -4% | 13% | 1 | -2% | 10 | 12 | -4%
Cc1[nH]n(-c2ccc([N+](=O)[O-])cc2)c(=O)c1C=NCCc1c(C)[nH]c2ccccc12 | 52%[activator] | 7 | -30%[inhibitor] | 0% | -4 | -11% | -12 | -0.6 | -33%
CCN(CC)S(=O)(=O)c1cccc(C(=O)OC2CCOC2=O)c1 (stereo unspecified) | -2% | -1 | 2% | 8% | -9 | -11% | -9 | 1.4 | 12%
O=C(CN1CCN(C(=O)CCC(=O)N2CCC(c3ccccc3)=N2)CC1)Nc1cccc(F)c1 | -15% | -15 | -4% | -19% | 2 | -3% | -15 | -1.7 | 9%
COc1cccc(-c2ccc(=O)n(CC(=O)Nc3ccc(C(=O)N4CCCC4)cc3)n2)c1 | 0% | 5 | 6% | 6% | 4 | 0% | -12 | -1.2 | -20%
CCc1cc(=O)oc2cc(C)cc(OC(C)C(=O)NCc3ccncc3)c12 (stereo unspecified) | -5% | -1 | -1% | 39%[activator] | -4 | -14% | 6 | -1.2 | 0%
CC(C)c1ccc(NC2CCCN(C(=O)CCN3CCCCO3)C2)cc1 (stereo unspecified) | 5% | 1 | -5% | -25% | -5 | 0% | -27 | -2.9 | -25%
CCOCCCNC(=O)C(c1ccc(OC)cc1)N(Cc1cccs1)C(=O)c1ccccn1 (stereo unspecified) | 9% | 0 | 6% | 7% | 6 | -7% | 28 | 3.9 | -18%
Cc1ccc(CN2CCSc3ccc(C(=O)NCc4ccccn4)cc32)cc1 | -22% | 0 | -3% | ? | -9 | -20% | -23 | -0.2 | -10%
O=C(Cn1ncc2c([nH]c3ccccc32)c1=O)N1CCc2ccccc2C1 | 6% | -3 | 0% | 18% | -3 | -7% | -26 | -3.5 | -8%
O=C1CCC(c2ccccc2)c2ccccc21 (stereo unspecified) | -11% | 0 | -1% | 15% | -11 | 5% | -2 | -0.4 | 5%
Cc1ccc(-n2nc3c(c2NC(=O)c2c(-c4ccccc4Cl)noc2C)CSC3)cc1 | ? | . | -6% | 0% | 2 | -10% | 15 | -2.6 | -13%
COc1ccc(-c2noc(CN(C)Cc3ccccc3)n2)cc1 | 7% | 16 | 4% | -36% | 3 | -5% | 14 | -0.3 | -6%
CCOc1ccc(OCc2ccc(C(=O)Nc3cccc(C)n3)o2)cc1 | -32% | . | 3% | 10% | 14 | 1% | 8 | -2.8 | -8%[57.1 µM]
C=CCn1c(CNS(=O)(=O)c2ccc(Br)cc2)n[nH]c1=S | ? | -8 | 5% | -6% | 1 | -3% | -7 | -0.9 | 9%
O=c1oc(Nc2ccccc2F)nc2ccccc12 | -5% | 1 | 2% | 22% | -10 | -3% | -29 | -0.5 | -17%
Clc1cccc(OCCN2CCN(CCOc3cccc(Cl)c3)CC2)c1 | ? | 31 | 16% | ? | 58* | 2% | -21 | -1.9 | -5%
C/C(N)=C(/C#N)C(=O)CSc1nnnn1-c1ccc(C)cc1C | -11% | . | 1% | 10% | 2 | -5% | 6 | -2.2 | -21%

Looked up one by one from the entries so far, 4 records:
SMILES | HEK293 tox | PI5P4Ka inh | GLP-1R agonist | GLP-1R inv ag | DRD3 agonist | PLK1 PBD block | DRD3 antagonist | IL2 activator | WRN helicase inh
O=C1c2ccccc2NC(c2ccco2)N1/N=C/c1ccco1 (stereo unspecified) | 7% | -4 | 4% | -12% | 29 | -8% | -11 | -0.9 | -5%
Clc1cccc(OCCN2CCN(CCOc3cccc(Cl)c3)CC2)c1 | ? | 31 | 16% | ? | 58* | 2% | -21 | -1.9 | -5%
Cc1[nH]n(-c2ccc([N+](=O)[O-])cc2)c(=O)c1C=NCCc1c(C)[nH]c2ccccc12 | 52%[activator] | 7 | -30%[inhibitor] | 0% | -4 | -11% | -12 | -0.6 | -33%
C=CCn1c(CNS(=O)(=O)c2ccc(Br)cc2)n[nH]c1=S | ? | -8 | 5% | -6% | 1 | -3% | -7 | -0.9 | 9%

(listing goes on)
SMILES | HEK293 tox | PI5P4Ka inh | GLP-1R agonist | GLP-1R inv ag | DRD3 agonist | PLK1 PBD block | DRD3 antagonist | IL2 activator | WRN helicase inh
O=C(CC1C(=O)NCCN1C(=O)c1ccc([N+](=O)[O-])cc1)Nc1cccc(Cl)c1 (stereo unspecified) | 1% | -1 | -3% | 3% | 39* | -8% | -23 | -0.4 | -23%
COC(=O)Cn1c(=NC(=O)c2ccc(OC)c(OC)c2)sc2cc(OC)ccc21 | 11% | -2 | -2% | 8% | -3 | -8% | -3 | -0.5 | -28%
Cc1cc(C(=O)N/N=C/c2ccc3c(c2)OCO3)c2ccccc2n1 | -12% | -1 | 12% | ? | 0 | 5% | -20 | -1.3 | -9%
O=c1c2c3c(sc2n(Cc2ccccc2F)c(=O)n1-c1ccc(Cl)cc1)CCCC3 | -15% | . | -1% | -6% | 1 | . | . | . | .
Cc1[nH]c2ccccc2c1C(=O)COC(=O)C(C)C | 21% | . | -16% | 0% | -18 | -10% | -26 | -0.2 | -2%
Cc1cccc(CN2CCN(C3CN(Cc4ccc(F)cc4)S(=O)(=O)C3)CC2)c1 (stereo unspecified) | 0% | 2 | 4% | ? | -16 | -3% | -5 | -0.4 | -12%
CCOc1ccc(NC(=O)c2csc3c2CCCC3)cc1 | -25% | 4 | 8% | ? | 2 | -6% | 9 | -1.6 | -2%
COc1ccc(Cc2nnc(SCC(=O)c3cccc([N+](=O)[O-])c3)n2C)cc1 | 32%[activator] | . | -1% | -14% | -10 | -26% | -13 | -1.8 | -4%[57.1 µM]
CC(=O)Nc1ccc(NC(=O)CN2C(=O)NC3(CCCCCCC3)C2=O)cc1 | 0% | -6 | 1% | -7% | 1 | 1% | -8 | -1.0 | -3%
Nc1c(CO)nnn1-c1ccccc1 | 4% | -5 | 2% | 8% | -19 | -9% | -54* | -1.8 | 3%
CCc1c(C)nc2cc(C)[nH]n2c1=O | 2% | -4 | -14% | 2% | 5 | 3% | -23 | -0.5 | 0%
COc1ccc(-n2nc(C(=O)NCC(=O)Nc3cc(OC)c(OC)c(OC)c3)c3ccccc3c2=O)cc1OC | -11% | 1 | 16% | -4% | 12 | 0% | 79 | 1.5 | ?
COc1ccc(NC(=O)CCn2c(=O)c3cccn3c3ccccc32)c(OC)c1 | -4%&-18% | 2 | -3% | 10%&1% | 5&8 | -1% | 29 | -0.8 | 0%
COc1cc(NC(=O)CSCc2ccc(Cl)cc2Cl)c(C(=O)O)cc1OC | -6% | -13 | -2% | -6% | 0 | -10% | -15 | -0.3 | 3%
CCCn1c(=O)c(C(=O)NNS(=O)(=O)c2ccc(C)cc2)c(O)c2ccccc21 | -21% | -3 | 6% | ? | 19 | ? | 0 | -0.4 | -24%
CC(=O)c1cc(F)ccc1OCC(=O)N1CCN(c2ccc(F)cc2)CC1 | -2% | 3 | 3% | -21% | -2 | -12% | -10 | -0.7 | -1%
CCOC(=O)c1c(NC(=O)C2C3C=CC(C3)C2C(=O)O)sc2c1CC(C)CC2 (stereo unspecified) | -8% | -3 | -4% | ? | -10 | -16% | -14 | -0.1 | 5%
CC1CCC2C(=O)N(c3ccc(Cc4ccncc4)cc3)C(=O)C2C1 (stereo unspecified) | 10% | -7 | 6% | 1% | -7 | -11% | -12 | -4.6 | 2%
COC(=O)c1c(NC(=O)C2COc3ccccc3O2)sc2c1CCN(Cc1ccccc1)C2 (stereo unspecified) | -7% | 8 | 2% | ? | 3 | 6% | -5 | -2.5 | 4%
Cc1ccccc1-n1c(-c2ccc(Cl)cc2)cnc1SCC(=O)NC1CCS(=O)(=O)C1 (stereo unspecified) | -11% | -3 | -13% | ? | 4 | -19% | 1 | -0.1 | -4%
Cc1c(C(=O)C(=O)NCCC2=CCCCC2)c2ccccc2n1C | 14% | 4 | 1% | -8% | -11 | -6% | -11 | -2.5 | 1%
COc1ccccc1CCN=C(N)NS(=O)(=O)c1ccccc1F | -2% | 0 | 0% | 4% | 7 | 3% | 12 | -1.2 | -13%
COc1ccc(C2CCCN2C(=S)Nc2ccc(C)cc2Cl)cc1OC (stereo unspecified) | 4% | -4 | 30% | -5% | 17 | -1% | 2 | -0.7 | 1%
O=C(OCC(=O)c1cccs1)c1ccc([N+](=O)[O-])o1 | 0% | 0 | -4% | 17% | 4 | -10% | 2 | -0.3 | -15%
c1ccc2c(c1)CC(N1CCCCC1)c1ccccc1N2 (stereo unspecified) | -4% | 0 | -9% | -18% | -10 | -7% | -4 | -0.2 | -1%
COc1cc(/C=N/NS(=O)(=O)c2ccccc2)ccc1OS(=O)(=O)c1ccc(C)cc1 | -3% | -20 | -3% | 1% | 2 | -10% | -10 | -1.1 | -1%
CCCC(=O)Oc1ccc(N(C(=O)CCC)S(=O)(=O)c2cccs2)cc1 | -6% | 1 | 7% | -7% | 9 | -7% | 14 | -0.1 | -24%

Compound activity as filed in PubChem.
